High-throughput results from PubChem.
APP 5UTR inh: APP translation inhibition; SH-SY5Y APP 5'UTR-luciferase reporter, luminescence; inhibition, % at 2 µM; 190,000 tested, 0.82% active;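 active means inhibition above a set limit, derived from the sample mean plus 3 SD, cut at about 45% in these data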; further: values of inactives mirror those of a sister screen read the other way
HMGR II inh: inhibitors of class II HMG-CoA reductase from Enterococcus faecalis | purified E. faecalis HMGR, NADPH absorbance 340 nm kinetic | inhibition, % at 10 µM | 190,000 tested, 0.41% active;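 active means inhibition above a set limit, the median over all tested compounds plus 3 SD, cut at about 9.5% in these data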;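 further: enzyme runs in reverse so mevalonate oxidation gives rising NADPH absorbance; 0% = complete reaction with DMSO and 100% = background rate lacking mevalonate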
STAT1 act: increases IFN-gamma driven STAT1 reporter signal. NIH 3T3 STAT1-luciferase reporter, luminescence; 100% = IFN-gamma alone, no compound. activation (% of control), % at 5.5 µM. 200,000 tested, 2.6% active. AID 932;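 active means activation above the screen-wide mean activation plus 3 SD, cut at about 130% in these data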;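 further: raw ratio to IFN-gamma control signal so 100% means no change and 0% no light; values of inactives mirror those of a sister screen read the other way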
G6PDH counter: inhibits Leuconostoc G6PDH, flagging false hits in G6PDH-based assays | Purified L. mesenteroides G6PDH, diaphorase/resazurin coupled fluorescence, 45 min | 200,000 tested, 0.12% active | inhibition, % at 5 µM | AID 1020; in the data active means inhibition above about 50%
Hsp70 act: switches on Hsp70 transcription | AID 1203 | 200,000 tested, 0.04% active | HeLa Hsp70 promoter luciferase reporter, luminescence; scaled: vehicle 0, proteasome-inhibitor control 100% | activation, % at 10 µM;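 active means activation above the mean across all tested compounds plus 3 SD, cutoff set per campaign, cut at about 5.5% in these data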;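 further: 100% = MG132 at 30 µM as the positive control and 0% = DMSO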
APP 5'UTR act: APP 5'UTR luciferase reporter activation; activation, % at 2 µM; 190,000 tested, 1% active; SH-SY5Y APP 5'UTR luciferase reporter, luminescence; zero percent = DMSO vehicle wells; AID 1276;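 active means activation above a set limit, based on mean plus 3 SD of controls, cut at about 140% in these data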; further: values of inactives mirror those of a sister screen read the other way
Redox H2O2 prof: compounds producing H2O2 with reducing agent – biochemical, NIH compound library profiling, artefact control for MLSCN library redox annotation, primary screen; DTT-dependent redox cycling H2O2, phenol red/HRP absorbance; 100% = 100 µM peroxide control, 0% = buffer; activation, % at 10 µM; 200,000 tested, 0.03% active; AID 878;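 active means activation of at least 50% relative to the plate's high and low controls in the primary single-dose screen; inactive means activation below 50%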;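 further: compound incubated with DTT at 0.8 mM final as the reducing agent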
NF-kB neuron act: raises NF-kB expression in human neuronal cells. NF-kB reporter expression; stronger effect = higher value. fold change at 12.5 µM. 190,000 tested, 1.6% active. AID 1239; in the data active means fold change above about 3.3
FLuc act counter: affects firefly luciferase, flagging false hits in luciferase stimulation screens; ATPlite luciferase biochemical, luminescence, 10 min; 0 = ATP-free wells, 1 = DMSO control; P08659; activation factor at 10 µM; 200,000 tested, under 10 active;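 active means luciferase activation factor, scaled between plate controls, of at least 2 with compound at 10 µM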
Target sequence (P08659 whole entry, looked up): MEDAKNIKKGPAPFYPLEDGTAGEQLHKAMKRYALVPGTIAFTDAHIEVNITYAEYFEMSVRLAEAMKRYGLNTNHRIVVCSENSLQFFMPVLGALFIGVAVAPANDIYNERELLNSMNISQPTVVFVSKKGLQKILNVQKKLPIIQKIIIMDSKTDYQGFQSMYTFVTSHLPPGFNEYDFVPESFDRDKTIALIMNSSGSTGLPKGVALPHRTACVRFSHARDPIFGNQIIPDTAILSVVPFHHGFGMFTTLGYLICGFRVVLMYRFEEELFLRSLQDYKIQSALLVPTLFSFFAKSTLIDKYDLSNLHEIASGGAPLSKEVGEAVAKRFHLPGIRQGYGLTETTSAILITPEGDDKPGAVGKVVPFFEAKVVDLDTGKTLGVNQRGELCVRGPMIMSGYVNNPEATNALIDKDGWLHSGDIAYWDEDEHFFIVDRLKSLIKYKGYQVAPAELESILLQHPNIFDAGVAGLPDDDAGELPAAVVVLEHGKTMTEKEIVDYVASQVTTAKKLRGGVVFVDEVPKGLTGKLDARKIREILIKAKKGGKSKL
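test system = cell-free luciferase reagent | medium = PBS as buffer for the ATP substrate | dosing = test compounds dosed from 2 mM stocks in 100% DMSO | incubation = 10 min at ambient temperature | detection = luminescence measurement of luciferase light output | benchmarks = low control with PBS replacing ATP, high control enzyme plus ATP without compound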
FLuc inhib CS: counter-screen for luciferase assay inhibitors: firefly luciferase inhibition; P08659; ATPLite firefly luciferase biochemical luminescence, 10 min; inhibition, % at 10 µM; 200,000 tested, 1.5% active; AID 1006;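 active means inhibition above about 50% when tested at 10 µM, limit read from the data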
* hit, by the source's call; . = no result given.

molecule	APP 5UTR inh	HMGR II inh	STAT1 act	G6PDH counter	Hsp70 act	APP 5'UTR act	Redox H2O2 prof	NF-kB neuron act	FLuc act counter	FLuc inhib CS
C=CCOc1ccc(C2N3CC4(C)CN2CC(CCC)(C3)C4=O)cc1 (centres undefined)	0	-1	98	15	-0.3	0	1.3	0.91	1	-2
CCOC(=O)c1ccc(NC(=S)N2CCN(CCN=CC3=C(O)CC(C)(C)CC3=O)CC2)cc1	1	1	96	8	-0.4	-1	0.1	0.93	1	-4
O=[N+]([O-])c1ccc2c(c1)C(O)n1nc(-c3ccc(Cl)cc3Cl)nc1S2 (centres undefined)	-4	-8	94	5	-0.3	4	0.0	0.87	1.1	-5
COc1ccc(CN(Cc2cc3ccc(C)cc3[nH]c2=O)Cc2nnnn2C2CCCC2)cc1	.	-5	.	16	.	.	.	0.53	1	2
CC(=O)NCC(=O)N(Cc1ccco1)C1(C(=O)NC2CCCC2)CCCCC1	-15	-5	90	3	-0.3	15	-0.2	1.3	1.1	-6
COc1ccc(NC(=O)CC2C(=O)N(C)C(=S)N2CCc2ccccc2)cc1 (centres undefined)	-8	1	99	0	-0.4	8	-0.3	1.3	1	0
CCN1CCN(c2nc(S(=O)(=O)c3ccc(C)cc3)c(Cl)s2)CC1	-16	-11	90	6	-0.2	16	0.9	1.1	1	-3
CCCCn1c(SCC(=O)N2CCC(C)CC2)nc2cc(S(N)(=O)=O)ccc21	0	-10	90	18	-0.4	0	1.5	1.1	1	1
Cc1ccccc1NC(=O)c1c(C)nc(SCC(=O)OCc2ccccc2)c(C#N)c1-c1ccc(F)cc1	-8	0	100	-22	-0.3	8	3.2	0.93	1	-3
CN(C)S(=O)(=O)c1cccc(NC(=S)N2CCCCC2CO)c1 (centres undefined)	-1	4	90	1	-0.5	1	0.2	1	1	-1
COc1ccc(CCn2c(N)cc(=O)[nH]c2=O)cc1OC	4	1	94	4	0.2	-4	0.6	1.2	1	-4
O=c1cc(O)c2sc3nc(-c4cccnc4)cc(C(F)(F)F)c3c2[nH]1	14	-2	95	6	-0.3	-14	0.2	0.66	1	-4
CC1Cc2ccccc2N1C(=O)CO/N=C/c1ccccc1OC(F)F (centres undefined)	1	0	102	10	-0.4	-1	0.3	1.1	1	-3
COc1ccc(OC)c(NC(=O)C2CCCC2)c1	-12	-1	100	5	-0.2	13	3.3	1.1	1	-2
CC(C)NS(=O)(=O)c1ccc(OCC(=O)Nc2ccc(F)cc2)cc1	-6	-4	99	4	-0.4	6	7.8	1.2	1.1	-6
Cc1nc2ccccc2c2oc(C(=O)NCC3COc4ccccc4O3)cc12 (centres undefined)	17	0	83	-35	-0.5	-17	-1.0	0.39	1	-4
CCCCCCn1c(=O)[nH]c2nc3cc(N)c(C)cc3nc2c1=O	10	-5	100	42	-0.3	-10	2.2	1	1	2
COC(=O)c1cc(C(=O)Nc2ccc(C)cn2)cc([N+](=O)[O-])c1	-18	0	96	-6	-0.4	18	-4.7	1	1.1	-6
Cc1ccccc1S(=O)(=O)Oc1ccccc1C(=O)Oc1ccccc1	4	-7	91	3	-0.1	-4	-4.6	1.1	1	-3
CCC(CC)NC(=O)c1cccc(NC(=O)C(C)C)c1	-5	-2	99	4	-0.2	5	-0.1	1.4	1.1	-10
CCCS(=O)(=O)c1c(S(=O)(=O)CCC)c2ccc(C(N)=O)cn2c1C(=O)c1ccc(OC)cc1	-17	2	108	23	0.4	17	-0.1	1.1	1	-3
COc1cc(OC)cc(N(C(=O)CNC(=O)c2cccs2)C(C(=O)NCC2CCCO2)c2ccc(OC)c(OC)c2)c1 (centres undefined)	-2	-2	97	15	-0.2	2	-0.1	1.2	1.1	-6
Cc1cc(C)nc(/N=C(\N)N2CCCCC2)n1	8	-3	105	17	0.1	-8	-1.0	1.3	1.1	-7
COc1ccc(C2=C/C(=C\c3ccc(OC(C)=O)cc3)C(=O)O2)cc1	-1	-5	96	1	-0.3	1	-1.6	1.2	1.1	-6
Cc1ccc(C)c(N2CCN(CCCNC(=O)Cn3cc4c(n3)CCCCC4)CC2)c1	-12	-5	110	-19	-0.2	12	-2.3	0.72	1	0
CCOC(=O)C(C)Sc1nc(C2CC2)cc(C(F)(F)F)c1C#N (centres undefined)	-1	-5	96	2	-0.1	1	2.1	1.3	1.1	-10
COCCCN(C(=O)Cn1ncc2c(=O)oc3ccc(C)cc3c21)C(C)c1ccncc1 (centres undefined)	-1	-4	101	-2	-0.3	1	-0.3	1.1	1	-4
CC(=O)c1cccc(NS(=O)(=O)c2c(C)n[nH]c2C)c1	10	5	99	6	0.2	-10	0.0	1.2	1.1	-6
CC(C)N(C(=O)Cn1cc(SCC(=O)NCC2CCCO2)c2ccccc21)C(C)C (centres undefined)	-26	3	98	-3	0.1	26	-1.6	1.2	1.1	-8
CN1CCN(C2=NC3(CCCC3)C(C#N)C(=O)N2)CC1 (centres undefined)	0	0	99	-2	0.0	0	9.7	1.1	1.1	-6

A second format for part of the listing above:
Below each SMILES – APP 5UTR inh	HMGR II inh	STAT1 act	G6PDH counter	Hsp70 act	APP 5'UTR act	Redox H2O2 prof	NF-kB neuron act	FLuc act counter	FLuc inhib CS
> C=CCOc1ccc(C2N3CC4(C)CN2CC(CCC)(C3)C4=O)cc1 (centres undefined)
→ 0	-1	98	15	-0.3	0	1.3	0.91	1	-2
> CCOC(=O)c1ccc(NC(=S)N2CCN(CCN=CC3=C(O)CC(C)(C)CC3=O)CC2)cc1
→ 1	1	96	8	-0.4	-1	0.1	0.93	1	-4
> O=[N+]([O-])c1ccc2c(c1)C(O)n1nc(-c3ccc(Cl)cc3Cl)nc1S2 (centres undefined)
→ -4	-8	94	5	-0.3	4	0.0	0.87	1.1	-5
> COc1ccc(CN(Cc2cc3ccc(C)cc3[nH]c2=O)Cc2nnnn2C2CCCC2)cc1
→ .	-5	.	16	.	.	.	0.53	1	2
> CC(=O)NCC(=O)N(Cc1ccco1)C1(C(=O)NC2CCCC2)CCCCC1
→ -15	-5	90	3	-0.3	15	-0.2	1.3	1.1	-6
> COc1ccc(NC(=O)CC2C(=O)N(C)C(=S)N2CCc2ccccc2)cc1 (centres undefined)
→ -8	1	99	0	-0.4	8	-0.3	1.3	1	0
> CCN1CCN(c2nc(S(=O)(=O)c3ccc(C)cc3)c(Cl)s2)CC1
→ -16	-11	90	6	-0.2	16	0.9	1.1	1	-3
> CCCCn1c(SCC(=O)N2CCC(C)CC2)nc2cc(S(N)(=O)=O)ccc21
→ 0	-10	90	18	-0.4	0	1.5	1.1	1	1
> Cc1ccccc1NC(=O)c1c(C)nc(SCC(=O)OCc2ccccc2)c(C#N)c1-c1ccc(F)cc1
→ -8	0	100	-22	-0.3	8	3.2	0.93	1	-3

The list continues.
molecule	APP 5UTR inh	HMGR II inh	STAT1 act	G6PDH counter	Hsp70 act	APP 5'UTR act	Redox H2O2 prof	NF-kB neuron act	FLuc act counter	FLuc inhib CS
O=C(COC(=O)c1cc(=O)[nH]c2ccccc12)NC(=O)NC1CCCCC1	26	-2	93	0	-0.3	-26	3.6	1.1	1.1	-5
CN(C)/C=C1/Nc2ccccc2C1=O	15	-7	89	-2	0.0	-15	2.7	1	1	2
NC(=O)C1(N2CCCCC2)CCN(c2nc(-c3ccc(Br)cc3)cs2)CC1	6	2	96	-1	-0.1	-5	-0.6	1.2	1.1	-6
COc1ccccc1NC(=O)CSCc1nc2ccccc2[nH]1	5	-4	89	-10	-0.2	-5	0.2	0.95	1.1	-6
CC(=O)Oc1ccc2ccccc2c1C(NC(=O)Cc1ccccc1)c1ccccc1 (centres undefined)	-10	0	93	-1	0.1	9	0.8	0.57	1.1	-7
O=C(c1ccc2c(c1)[nH]c(=S)n1c3ccccc3nc21)N1CCN(c2cccc(Cl)c2)CC1	14	4	105	3	0.1	-14	0.5	1	1	0
COc1cc(/C=c2\sc3n(c2=O)C(c2ccccc2)C(c2ccccc2)=NN=3)ccc1O (centres undefined)	7	-2	101	10	-0.2	-7	-4.9	0.32	1.1	-10
CCOC(=O)CC12CN3CN(C1)CC(CC(=O)OCC)(C3)C2=O	0	-4	104	-15	-0.1	0	0.8	0.97	1.1	-6
Cc1cccnc1NC(=O)C1COc2ccccc2O1 (centres undefined)	-6	-12	103	4	-0.2	6	0.3	1.1	1	-4
COc1ccc(OC)c(-c2csc(NC(=O)c3ccc4c(c3)OCO4)n2)c1	-8	4	124	-8	-0.3	8	-1.9	1.2	0.8	23
O=C(CC(=O)c1ccccc1)Nc1cccnc1Cl	-47	0	122	-9	-0.1	47	-0.3	1.8	0.6	36
O=S(=O)(c1ccc(Br)s1)N1CCN(c2ccccc2)CC1	-7	.	97	12	-0.3	7	3.0	.	1	-4
Cn1ncc([N+](=O)[O-])c1C(=O)N1CCOCC1	-8	-1	102	1	0.2	7	-3.7	1.4	1.1	-6
COc1cc(/C=N/NC(=O)c2ccccc2Cl)ccc1Oc1ccc([N+](=O)[O-])cn1	15	3	92	5	0.0	-15	-1.5	0.82	1	-1
Cc1cc([N+](=O)[O-])nn1CCCC(=O)Nc1cccnc1Cl	4	-4	101	-4	0.0	-4	-0.3	0.88	1.1	-6
Cc1nnc(NC(=O)C(C)Sc2nncn2C)s1 (centres undefined)	1	-2	97	-3	-0.2	-1	-1.8	1.3	1.1	-7
CC(C)(C)N(NC(=O)Nc1ccc(Cl)c(Cl)c1)C(=O)c1ccccc1	11	1	101	1	-0.1	-11	1.3	0.93	1.1	-9
O=C(CCn1c(=O)c2sccc2n(Cc2cc(=O)n3ccccc3n2)c1=O)NCc1ccco1	-16	2	97	-1	-0.3	16	0.3	0.52	1.1	-6
CCC(=O)NC(c1ccc(OC)cc1)c1cc(Cl)c2cccnc2c1O (centres undefined)	64*	0	93	5	-0.1	-65	-0.3	0.95	1	-4
COc1cc(CNCC(C)C)c(Br)cc1OCC(=O)NCc1ccccc1	-17	-1	103	7	0.5	17	0.8	1.1	1	-3
COc1ccc(/C=C2\SC(=O)N(CC(=O)Nc3cccnc3)C2=O)cc1OC	3	-1	101	-4	-0.3	-3	0.4	1.1	1	-3
COc1ccc(Nc2nc(NC(C)(C)C)nc(N3CCCC3)n2)c(OC)c1	9	0	90	1	-0.2	-9	-1.1	0.73	1	-2
S=c1[nH]nc(-c2ccco2)n1/N=C/c1ccc(Cl)cc1Cl	-2	1	101	-2	-0.1	2	2.2	1.8	1.1	-8
CCOC(=O)c1c(NC(=O)OC)sc(C(=O)N(CC)CC)c1C	-2	-7	97	-7	-0.1	2	-0.1	1	1.1	-10
COCCCN(C(=S)NC(=O)c1ccc(C(C)(C)C)cc1)c1c(N)n(Cc2ccccc2)c(=O)[nH]c1=O	14	-5	102	17	-0.3	-14	-0.2	0.87	1	1
Clc1cccc(/C=N/Nc2ncnc3ccccc23)c1	.	-1	162*	0	-0.3	.	3.1	4.4*	0.7	34
NC(=O)Cc1nc(-c2ccc(Br)cc2)cs1	-12	3	103	0	-0.2	12	-0.1	1.3	1	2
